FLuc counter: inhibits or activates purified firefly luciferase, miR-21 counter-screen; P08659; purified FLuc, Km substrates, luminescence inhibition; Potency, µM (highest dose often 57.5 µM), without a hit: top-dose activity change, negative = inhibition, usual class: inhibitors; 6.9% of 360,000 active; AID 588342;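 also: potency is read from the fitted curve at half-maximal effect; plate controls were vehicle for no effect and reference inhibitor for full effect; nearly all actives have a fitted effect of over 55% in size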
Target sequence (P08659 whole entry, looked up): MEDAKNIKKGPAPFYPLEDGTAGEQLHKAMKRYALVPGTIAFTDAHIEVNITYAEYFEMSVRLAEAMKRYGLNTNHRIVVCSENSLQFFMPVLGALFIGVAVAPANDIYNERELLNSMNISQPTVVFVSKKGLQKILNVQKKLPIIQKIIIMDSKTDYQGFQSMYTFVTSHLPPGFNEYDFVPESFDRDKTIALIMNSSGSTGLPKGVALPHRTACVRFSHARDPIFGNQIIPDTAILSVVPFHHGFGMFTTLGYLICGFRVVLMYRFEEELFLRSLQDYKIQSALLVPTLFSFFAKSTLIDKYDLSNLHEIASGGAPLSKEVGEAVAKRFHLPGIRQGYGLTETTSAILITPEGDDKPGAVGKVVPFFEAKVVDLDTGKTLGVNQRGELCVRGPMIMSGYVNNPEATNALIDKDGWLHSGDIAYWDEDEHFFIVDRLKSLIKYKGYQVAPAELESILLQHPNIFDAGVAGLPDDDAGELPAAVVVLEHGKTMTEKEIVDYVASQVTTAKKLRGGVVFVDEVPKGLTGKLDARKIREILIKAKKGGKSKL
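Biochemical qHTS of compounds, final roughly 60 µM downward over six points, against 10 nM purified firefly luciferase using Km concentrations of substrates (10 uM D-luciferin, 10 uM ATP) in Tris acetate pH 7.5 buffer; luminescence output.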
TRPV1 agonist: human TRPV1 agonism. Q8NER1. TRPV1-expressing cells, Fluo-8 calcium influx, agonist mode. activation, % at 8.33 µM. 0.19% of 320,000 active; in the data active = activation above about 80%; inconclusive = between about 30% and that limit; also: 0% is about no effect
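Fluo-8 calcium influx in TRPV1-expressing cells, kinetic read (ex 480/em 520 nm). Compound added and read 3 min for agonist activity, followed by capsaicin at EC20 final and 2 min further read for enhancement.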
Rab9 prom act: activates the Rab9 promoter; 2.8% of 320,000 active; Potency, µM (titrated, usually from 9.22 µM), for the others: at the highest dose activation, negative = inhibition, most hits filed as activators; Huh7 Rab9 promoter-luciferase reporter, luminescence, 24 h; also: potency is read from the fitted curve at half-maximal effect; % of control where 0% means no effect; nearly all actives have a fitted effect of over 60% in size
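Luciferase signal after 10 min detection reagent at ambient indicates Rab9 promoter upregulation; stably transfected Huh7 cells were treated 24 h with compound in DMSO at 37 °C, 5% CO2.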
ELG1 genotoxic: induces genotoxicity in HEK293T cells with luciferase-tagged ELG1; HEK293T ELG1-luciferase reporter, luminescence, 16 h; AID 504466; 1.3% of 330,000 active; Potency, µM (highest dose often 46 µM), for inactives: at the highest dose activity change, positive = activation, usual class: activators; also: potency is read from the fitted curve at half-maximal effect; % of control where 0% means no effect; nearly all actives have a fitted effect of over 60% in size
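DMSO vehicle served as control against compound-treated ELG1-luciferase HEK293T cells; exposure lasted 16 hr at 37 °C and 5% CO2, followed by ONE-Glo luminescence detection after 30 min.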
Tb PFK inh: blocks T. brucei phosphofructokinase; O15648; T. brucei PFK, ADP-Glo luminescence; Potency, µM (titrated, usually from 57.5 µM), for inactives: at the top dose activity, negative = inhibition, hits mostly inhibitors; 0.17% of 330,000 active;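 also: potency is read from the fitted curve at half-maximal effect; 0% = uninhibited 1x PFK enzyme wells and -100% = no-enzyme wells; nearly all actives have a fitted effect of over 60% in size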
Target sequence (O15648 whole entry, looked up): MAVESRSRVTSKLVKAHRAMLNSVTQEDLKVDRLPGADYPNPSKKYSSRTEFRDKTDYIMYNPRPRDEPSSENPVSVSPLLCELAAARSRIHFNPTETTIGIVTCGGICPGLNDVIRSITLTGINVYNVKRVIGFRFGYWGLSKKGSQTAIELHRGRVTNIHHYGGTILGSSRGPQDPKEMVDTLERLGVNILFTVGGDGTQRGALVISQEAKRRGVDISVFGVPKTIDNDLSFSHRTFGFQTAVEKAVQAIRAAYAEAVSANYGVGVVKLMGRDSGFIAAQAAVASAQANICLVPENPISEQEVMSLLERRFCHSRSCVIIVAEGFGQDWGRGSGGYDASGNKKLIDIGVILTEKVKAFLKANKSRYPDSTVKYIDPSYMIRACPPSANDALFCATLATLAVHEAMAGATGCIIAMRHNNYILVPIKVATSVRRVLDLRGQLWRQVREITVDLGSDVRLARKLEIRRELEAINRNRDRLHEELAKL
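1.25 nM PFK with 0.5 mM F6P and 0.1 mM ATP in 0.1 M TEA pH 8.0, 5 mM MgCl2, incubated 45 min at room temperature; ADP measured by ADP-Glo luminescence; compounds titrated up to 57 uM.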
p53 reactivator: restores transcriptional activity of mutant p53; H1299 p53-A138V BP100-luciferase reporter, luminescence, 24 h; Potency, µM (highest dose often 92.2 µM), for inactives: top-dose activity change, positive = activation, actives largely listed as activators; 0.063% of 320,000 active; also: potency is read from the fitted curve at half-maximal effect; % of control where 0% means no effect; nearly all actives have a fitted effect of over 45% in size
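p53-null H1299 cells stably carrying temperature-sensitive p53-A138V and a BP100-luciferase reporter were pinned with compounds (4-point, 1:5 series) and held 24 hrs at 37 deg C. Luminescence was read 10 min after detection reagent.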
RORg inh: inhibitors of mouse ROR gamma transcriptional activity. AID 2551. Potency, µM (top dose mostly 53.6 µM), without a hit: top-dose activity change, negative = inhibition, actives largely listed as inhibitors. 5.4% of 310,000 active. P51450. Drosophila S2 Gal4-RORgamma UAS-luciferase reporter, 20 h; also: potency is read from the fitted curve at half-maximal effect; % is scaled to controls: 0 for no effect and ±100 for the full control effect; nearly all actives have a fitted effect of over 60% in size
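Luminescence from a UAS-regulated Photinus luciferase reporter in stably transfected Drosophila Schneider cells is measured; decreased signal marks ROR gamma inhibition. Fusion expression is induced by 700 uM copper sulfate for 20 hr.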
Gal4-VP16 FLuc: counter-screen for ROR gamma inhibitors: Gal4-VP16 reporter; Drosophila S2 Gal4-VP16 UAS-luciferase, luminescence, 20 h; Potency, µM (top dose mostly 53.6 µM), inactives show top-dose activity, negative = inhibition, hits mostly inhibitors; 3.5% of 310,000 active;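 also: Gal4-VP16 expression switched on by copper sulfate through the metallothionein promoter; potency is read from the fitted curve at half-maximal effect; % is scaled to controls: 0 for no effect and ±100 for the full control effect; nearly all actives have a fitted effect of over 50% in size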
NPC1 promoter act: NPC1 promoter activation; Huh7 NPC1 promoter luciferase reporter, 24 h; Potency, µM (doses to about 9.22 µM), for the others: at the highest dose activation, hits mostly activators; 2.4% of 320,000 active;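 also: potency is read from the fitted curve at half-maximal effect; % of control where 0% means no effect; nearly all actives have a fitted effect of over 60% in size; reporter is driven by a mutant NPC1 promoter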
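Cells: Huh7 expressing luciferase under the NPC1 promoter, 1500/well. Seeded 2 h, compound added, incubated 24 h at 37 °C. Luciferase reagent, 10 min ambient, then luminescence.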
ELG1 DNA repair: ELG1-dependent DNA repair inhibition. AID 504467. 2.3% of 330,000 active. Potency, µM (highest dose often 46.1 µM), without a hit: at the top dose activity change, negative = inhibition, usual class: inhibitors. HEK293T ELG1-luciferase reporter, luminescence, 16 h; DNA damage induced by 5-fluorouridine; also: potency is read from the fitted curve at half-maximal effect; % is scaled to controls: 0 for no effect and ±100 for the full control effect; nearly all actives have a fitted effect of over 55% in size
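Luminescence from the luciferase reporter, measured 30 min after ONE-Glo reagent at room temperature, was the read-out. Beforehand, 2,000 cells per well were exposed for 16 hr at 37 °C to 5-fluorouridine together with compound or vehicle.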
BRCA1 expr act: increases BRCA1 expression | Potency, µM (titrated, usually from 46.1 µM), without a hit: at the highest dose activation, most hits filed as activators | 1.1% of 380,000 active | MCF7-BRCA1-FFLuc reporter, luminescence, 48 h; response scale: scaled: vehicle 0%, 10 µM genistein 100%; also: potency is read from the fitted curve at half-maximal effect; nearly all actives have a fitted effect of over 80% in size; some results filed as inactive show a strong effect at the top dose
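MCF7-BRCA1-FFLuc, 2000 cells/well; 2 h attach, 37 °C/5% CO2; compound 48 h; luciferase substrate 15 min; luminescence end-point. Norm. to genistein 10 microM max activation and DMSO; concentration-response curves fitted.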
Numbers without * were called inactive; u = inconclusive; x = no result given; & = joins results of further samples; [ ] = another dose, or the depositor's remark. Unless noted, calls follow the shape of the dose curve; as a rule, active = well fitted curve in the direction sought with a large enough effect; inconclusive = small, poorly fitted or top-dose-only effect, or another doubt; inactive = no such curve, though single readings can be large; an effect the other way counts as inactive or inconclusive.

| # | mol | Gal4-VP16 FLuc | Tb PFK inh | NPC1 promoter act | TRPV1 agonist | ELG1 DNA repair | RORg inh | Rab9 prom act | BRCA1 expr act | FLuc counter | ELG1 genotoxic | p53 reactivator |
| --- | --- | --- | --- | --- | --- | --- | --- | --- | --- | --- | --- | --- |
| 1 | CCN1CCN(c2ccc(NC(=O)c3ccc(Cl)c(N4CCCC4=O)c3)cc2)CC1 | -13% | 4% | 1% | 0 | 19% | 2% | 0% | -4% | 5% | 2% | 5% |
| 2 | O=C(Cn1ncc2c(=O)oc3ccccc3c21)N1CCN(c2ccccn2)CC1 | -3% | 1% | -1% | 4 | 2% | 22% | -7% | -32% | 2% | 0% | 17% |
| 3 | Cc1ccc(CNC(=O)CN(C)S(=O)(=O)c2cccc3nsnc23)cc1 | -2% | 0% | -1% | 1 | 1% | 28% | -2% | 19% | -19% | -2% | 3% |
| 4 | CCCNC(=O)Nc1cc(C)on1 | 2% | 14% | -3% | -4 | 16% | -2% | 1% | 23% | 4% | 1% | 1% |
| 5 | CCCc1cc(=O)[nH]c(SCC(=O)NC2CCCCC2)n1 | 1% | 1% | 1% | -1 | -16% | -4% | -3% | 8% | 6% | -1% | 1% |
| 6 | O=C(N/N=C/c1cccc([N+](=O)[O-])c1)c1cc(-c2ccc3c(c2)OCO3)n[nH]1 | u | -19% | 0% | -2 | 19% | 2% | 0% | -16% | -1% | 12% | 1% |
| 7 | COc1ccc(NC(=O)CCn2cccc2)c(OC)c1 | -3% | -2% | 1% | -3 | 7% | 14% | 3% | 1% | 4% | 3% | 4% |
| 8 | CCc1ccccc1NC(=O)c1cc(-c2ccc(OC)cc2)on1 | 0% | 1% | 3% | 3 | 16% | -3% | 12% | 10% | -1%&-5% | 2% | 3% |
| 9 | CCN(CC)S(=O)(=O)c1cccc(C(=O)N/N=C/c2cccc(O)c2O)c1 | -13% | -8% | -7% | -3 | 4% | 1% | -2% | -81%[inhibitor] | 8.5µM* | u | u |
| 10 | CCN1CCN(C(CNS(=O)(=O)c2ccc(Br)cc2)c2cccnc2)CC1 (configuration not stated) | 18% | 0% | -1% | -1 | u | -7% | 0% | -9% | -1% | 2% | -4% |
| 11 | CCOC(=O)C1CCN(C(=S)Nc2ccc(S(N)(=O)=O)cc2)CC1 | -4% | -1% | -8% | 2 | 9% | 19% | -5% | -9% | 0% | -2% | 3% |
| 12 | O=C(NCCN1CCOCC1)C(Sc1ccccc1)c1ccccc1 (configuration not stated) | 6% | -1% | -1% | x | 1% | 1% | 0% | -14% | 0% | -1% | -2% |
| 13 | NS(=O)(=O)c1ccc(NC(=O)Nc2ccc(S(N)(=O)=O)cc2)cc1 | -1% | 22% | -2% | 0 | 5% | -10% | -2% | 42% | 5% | -6% | -1% |
| 14 | c1ccc(CNc2c3c(nc4ncnn24)CCC3)cc1 | -1% | 1% | -3% | -9 | 10% | -3% | -7% | -27% | 0% | 1% | -2% |
| 15 | Cc1ccc(-n2nc3c(c2NC(=O)c2cccs2)CS(=O)(=O)C3)c(C)c1 | 4% | 1% | 3% | 1 | 21% | u | -3% | -21% | 3% | -1% | -4% |
| 16 | CN(Cc1nccn1C)C(=O)C1CCC(=O)N(CCc2ccc(Cl)cc2)C1 (configuration not stated) | 0% | 2% | -1% | -3 | 1% | -7% | -3% | -10% | 1% | 5% | 19% |
| 17 | COc1ccc(N(CCC#N)S(=O)(=O)c2cccc3nsnc23)cc1 | 4% | -2% | 1% | -3 | 13% | -10% | -4% | -17% | -2% | 3% | -3% |
| 18 | CCOC(=O)N/N=C\c1ccc(OC(=O)c2ccco2)cc1 | 13% | -1% | 5% | -1 | 16% | 44% | 1% | 69% | -14% | 5% | 8% |
| 19 | CN(C)c1ccc(CN(C(=O)c2ccco2)C2CCS(=O)(=O)C2)cc1 (configuration not stated) | -16% | 2% | -7% | -8 | 14% | 35% | 1% | -6% | 1% | 0% | -14% |
| 20 | CCOC(=O)Cc1csc(NC(=O)Cc2ccc(Br)cc2)n1 | 2% | -1% | -5% | 3 | u | 20% | -5% | -15% | u | -9% | -3% |
| 21 | C/C=C/c1ccc(OC)c(OC(C)=O)c1 | 5% | 2% | 8% | -2 | 17% | -4% | 10% | 0% | -17% | 1% | 7% |
| 22 | COC(=O)C(C)N(C(=O)c1ccc(C(=O)c2ccccc2)cc1)c1c(C)cccc1C (configuration not stated) | 0% | 0% | -2% | 2 | u | 15% | -1% | -35% | 4% | -9% | -5% |
| 23 | C[C@@H]1CC[C@]2(C(=O)O)CC[C@]3(C)C(=CCC4[C@]56CC[C@@](O)(OC5)C(C)(C)C6CC[C@]43C)C2[C@H]1C (some centres not stated) | x | -3% | 0% | u | -13% | x | -10% | -51% | -3% | -8% | -9% |
| 24 | COc1ccc(S(=O)(=O)CCC(=O)N2CCN(c3ccc(C(C)=O)cc3)CC2)cc1 | -14% | -5% | 2% | 0 | u | -5% | 8% | 19% | -16% | 0% | 9% |
| 25 | CC(C)(C)NC(=O)c1ccccc1-c1nc(-c2ccccc2Cl)no1 | -12% | 2% | -2% | 12 | 1% | 8% | -4% | 5% | 12µM* | 6% | 3% |
| 26 | CC(C)(C)SCCNS(=O)(=O)c1ccc(C#N)cc1 | -4% | 0% | 2% | 4 | -13% | 23% | -12% | -25% | -1% | 0% | 5% |
| 27 | CC1CCc2cc(F)ccc2N1C(=O)c1cnc2sccn2c1=O (configuration not stated) | 3% | 8% | -3% | 5 | u | -12% | -4% | -7% | 2% | -1% | 2% |
| 28 | Cc1ccccc1CNc1nnnn1C | -8% | 2% | -7% | 2 | 3% | 12% | -5% | 0% | -1% | -1% | 2% |
| 29 | COc1ccccc1-n1c(SCC(=O)Nc2cc(C)on2)nc2c(c1=O)SCC2 | -13% | 2% | -7% | 0 | -14% | 29% | -2% | -6% | 5% | -5% | -4% |
| 30 | Cc1ccc(CCNC(=O)C2CCCN(S(C)(=O)=O)C2)cc1 (configuration not stated) | 13% | 1% | -1% | 10 | 1% | 30% | -1% | -4% | 0% | 0% | -4% |

Given screen by screen: entries from further up.
(25) CC(C)(C)NC(=O)c1ccccc1-c1nc(-c2ccccc2Cl)no1
(26) CC(C)(C)SCCNS(=O)(=O)c1ccc(C#N)cc1
(27) CC1CCc2cc(F)ccc2N1C(=O)c1cnc2sccn2c1=O (configuration not stated)
(28) Cc1ccccc1CNc1nnnn1C
(29) COc1ccccc1-n1c(SCC(=O)Nc2cc(C)on2)nc2c(c1=O)SCC2
(30) Cc1ccc(CCNC(=O)C2CCCN(S(C)(=O)=O)C2)cc1 (configuration not stated)

assay / entry,25,26,27,28,29,30
Gal4-VP16 FLuc,-12%,-4%,3%,-8%,-13%,13%
Tb PFK inh,2%,0%,8%,2%,2%,1%
NPC1 promoter act,-2%,2%,-3%,-7%,-7%,-1%
TRPV1 agonist,12,4,5,2,0,10
ELG1 DNA repair,1%,-13%,u,3%,-14%,1%
RORg inh,8%,23%,-12%,12%,29%,30%
Rab9 prom act,-4%,-12%,-4%,-5%,-2%,-1%
BRCA1 expr act,5%,-25%,-7%,0%,-6%,-4%
FLuc counter,12µM*,-1%,2%,-1%,5%,0%
ELG1 genotoxic,6%,0%,-1%,-1%,-5%,0%
p53 reactivator,3%,5%,2%,2%,-4%,-4%

The list goes on.
| # | mol | Gal4-VP16 FLuc | Tb PFK inh | NPC1 promoter act | TRPV1 agonist | ELG1 DNA repair | RORg inh | Rab9 prom act | BRCA1 expr act | FLuc counter | ELG1 genotoxic | p53 reactivator |
| --- | --- | --- | --- | --- | --- | --- | --- | --- | --- | --- | --- | --- |
| 31 | O=C(CN1C(=O)c2ccccc2S1(=O)=O)Nc1ccc(S(=O)(=O)N2CCCCC2)cc1 | 16% | x | x | 3 | x | 12% | x | 3% | 5% | x | x |
| 32 | Cc1cc(N2C(=O)C(=O)/C(=C(/O)c3ccc(Cl)cc3)C2c2cccc(Br)c2)no1 (configuration not stated) | 0% | -11% | -5% | 0 | -21% | 5% | -3% | -17% | -2% | -6% | -1% |
| 33 | NC(=O)Cn1nnc(-c2ccccc2NC(=O)c2cnccn2)n1 | 8% | 0% | 4% | 0 | 0% | -40% | -2% | -4% | 9% | 6% | 3% |
| 34 | Cc1ccc(CNc2ccc3c(c2)ncn3C(C)(C)C)cc1 | u | -15% | 1.8µM* | -7 | u | 1.4µM* | 4µM* | u | 9.5µM* | u | u |
| 35 | CCOC(=O)NN1C(=O)c2ccccc2NC1c1ccccn1 (configuration not stated) | 8% | -3% | 0% | -1 | 10% | 1% | -2% | 0% | -1% | 25% | -4% |
| 36 | COc1cc(OC)cc(-c2cc3ccc(OC)cc3cn2)c1 | x | -6% | u | 5 | u | x | u | u | 0.27µM* | u | u |

Source: PubChem BioAssay (National Center for Advancing Translational Sciences (NCATS))
